Assay outcomes as filed in PubChem BioAssay.
PGC1a acetyl inh – modulators of PGC1a acetylation; AID 651687; U2OS PGC1a acetylation, AlphaScreen anti-acetyl-lysine; with virally co-expressed GCN5 acetyltransferase; inhibition, % at 15.6 µM; 0.17% of 350,000 active;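 active = every replicate shows inhibition of at least 40%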;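 note: 0% = neutral control wells and 100% = positive control wells; some results beyond the cut were filed as inactive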
RAD54 branch – inhibitors of human RAD54 branch migration | AID 602329 | Q92698 | 0.14% of 360,000 active | RAD54 Holliday junction branch migration, FAM/BHQ fluorescence | inhibition, % at 10.4 µM;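 active = mean normalized replicate activity at least 40 and at least half of replicates scoring 40 or more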;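 note: 0% = median of neutral control wells and 100% = median of positive control wells; inhibitors cause a drop in the FAM fluorescence signal; in these data hits start at about 50%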
RAD52 inh – RAD52 (human) annealing inhibition; P43351; recombinant RAD52 DNA annealing, FRET fluorescence; inhibition, % at 18.7 µM; 0.46% of 360,000 active; AID 651710;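 active = every replicate showing at least 50% inhibition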
Target sequence (P43351 whole entry, looked up): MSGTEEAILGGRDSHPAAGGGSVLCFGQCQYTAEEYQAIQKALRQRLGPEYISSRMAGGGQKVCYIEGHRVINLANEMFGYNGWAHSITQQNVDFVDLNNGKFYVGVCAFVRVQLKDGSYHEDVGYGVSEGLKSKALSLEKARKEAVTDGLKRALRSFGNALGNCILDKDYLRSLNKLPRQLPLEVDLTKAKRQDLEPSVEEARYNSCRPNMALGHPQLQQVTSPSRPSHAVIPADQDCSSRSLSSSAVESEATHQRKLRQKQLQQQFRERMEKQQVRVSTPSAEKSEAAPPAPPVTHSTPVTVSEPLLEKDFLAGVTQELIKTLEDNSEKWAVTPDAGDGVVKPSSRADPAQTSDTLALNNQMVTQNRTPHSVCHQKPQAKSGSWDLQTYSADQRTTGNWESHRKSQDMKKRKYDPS
E-selectin induc – E-selectin induction on HUVECs; P16581; HUVEC E-selectin immunofluorescence imaging; normalized: neutral wells 0, TNF-alpha wells 100; activation, % at 7.58 µM; 0.37% of 260,000 active; AID 686992;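 active = mean E-selectin-positive cell signal at least 10% of the positive control, reached in at least 60% of replicates, without over 20% cell loss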;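 note: in these data hits start at about 27%; measured in HUVEC primary endothelial cells; signal is the percent of cells scored E-selectin positive by PE staining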
Target sequence (P16581 whole entry, looked up): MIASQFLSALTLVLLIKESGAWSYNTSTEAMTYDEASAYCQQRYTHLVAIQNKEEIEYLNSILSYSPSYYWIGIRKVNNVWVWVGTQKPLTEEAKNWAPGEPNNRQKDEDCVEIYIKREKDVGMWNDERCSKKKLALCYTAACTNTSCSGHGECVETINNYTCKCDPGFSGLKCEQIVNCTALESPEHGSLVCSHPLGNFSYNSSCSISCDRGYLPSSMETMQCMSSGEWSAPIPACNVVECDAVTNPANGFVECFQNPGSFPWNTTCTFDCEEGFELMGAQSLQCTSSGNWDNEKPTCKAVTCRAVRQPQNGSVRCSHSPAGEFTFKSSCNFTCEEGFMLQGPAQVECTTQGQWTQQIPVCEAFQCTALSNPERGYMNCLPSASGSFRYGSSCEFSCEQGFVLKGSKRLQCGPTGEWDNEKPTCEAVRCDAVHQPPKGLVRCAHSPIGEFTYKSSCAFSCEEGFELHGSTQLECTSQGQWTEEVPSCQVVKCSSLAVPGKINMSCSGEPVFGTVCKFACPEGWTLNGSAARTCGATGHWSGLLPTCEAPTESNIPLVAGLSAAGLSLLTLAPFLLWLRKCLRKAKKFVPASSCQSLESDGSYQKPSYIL
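assay system = HUVEC, human umbilical vein endothelial cells | input = 3,000 HUVEC seeded per well | medium = EGM-2 growth medium on 0.1% gelatin-coated wells | dosing = one compound dose added by pin transfer | signal = immunofluorescence imaging | read-out basis = % PE-positive cells | control set = TNF-alpha, DMSO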
miR122 inh – blocks miR-122 activity in Huh7 sensor cells; 0.3% of 340,000 active; AID 602342; activation (reporter increase), % at 12.5 µM; Huh7 miR-122 Renilla luciferase sensor, 48 h; neutral wells = 0, positive control = 100;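 active = mean replicate activation score at least 90 and every replicate individually at or above 90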;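 note: higher luciferase means less miR-122 activity so hits act as miR-122 inhibitors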
PglD inh – inhibitors of Campylobacter jejuni PglD acetyltransferase; purified PglD enzyme, DTNB colorimetric CoA detection; inhibition, % at 12.5 µM; 0.098% of 360,000 active; in the data active = inhibition above about 16%, passing the limit was not always enough; note: strong numbers were not always called active
ERAP1 HTS inh – ERAP1 (human) enzyme inhibition; recombinant ERAP1, Leu-AMC fluorescence, 60 min; Q9NZ08; inhibition, % at 10.7 µM; 0.15% of 340,000 active;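 active = mean replicate inhibition of at least 30%, or all replicates individually reaching that 30% level; inactive = mean below 30% and not every replicate reaching it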;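 note: 0% = neutral control wells and 100% = L-leucinethiol positive control wells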
Cneo AK release – causes C. neoformans cell lysis | lysis activity, % at 15 µM | adenylate kinase release luminescence, 4 h; normalised: neutral wells 0, clomiphene wells 100 | 0.2% of 360,000 active;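 active = mean lysis activity across replicates of at least 80%, whatever share of replicates individually reach that level; inactive = mean lysis activity below 80%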
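Test system: log-phase Cryptococcus neoformans yeast cells; Quantity: yeast cell density of 5 × 10^6 cells/mL; Buffer or medium: YPD; Doses: single compound concentration per well; Timing: 4 h at 37 °C static, read 1 h later; Measured by: AK luminescence; Read-out basis: lysis from increased AK signal; Control set: Clomiphene as positive control.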
* marks the source's active call; other numbers are inactive results; . = no result given; [ ] = remark or other dose.

SMILES	PGC1a acetyl inh	RAD54 branch	RAD52 inh	E-selectin induc	miR122 inh	PglD inh	ERAP1 HTS inh	Cneo AK release
COc1ccc(S(=O)(=O)N(C)C[C@H]2Oc3c(NC(=O)NC(C)C)cccc3C(=O)N([C@H](C)CO)C[C@H]2C)cc1	4	2	-16	-3.3	-6[16.7 µM]	-1	0	1
COc1cccc(S(=O)(=O)Nc2ccc3c(c2)[C@@H]2C[C@@H](CC(=O)NC4CCCCC4)O[C@H](CO)[C@@H]2O3)c1	9	-5	10	0.1	21[16.7 µM]	2	-2	3
CCCNC(=O)c1ccc2c(=O)c(O)c(-c3cccc(Br)c3)[nH]c2c1	.	3	-2	-0.1	23	4	3	-1
CCN(CCCNC(=O)C1CCC(=O)N1Cc1ccc(F)cc1)c1cccc(C)c1 (configuration not stated)	.	-8	-6	.	.	-5	2	-2
CCn1c(SCC(=O)C(C)(C)C)nnc1-c1cccnc1	1	-5	0	.	0	-4	-7	0
Cc1noc(C)c1NC(=O)N(C)C[C@H]1OCCCC[C@@H](C)Oc2ccc(NS(C)(=O)=O)cc2C(=O)N([C@H](C)CO)C[C@@H]1C	5	1	.	-0.2	-4[16.7 µM]	0	.	2
Cc1ccc(-c2cc3nc(C)cc(N4CCN(C(=O)c5ccoc5)CC4)n3n2)cc1	-1	-2	-9	0.3	1	1	-1	1
NS(=O)(=O)c1ccc(CCNC(=O)CSc2ncnc3ccccc23)cc1	-13	.	-24	1.1	6	.	-2	.
COc1cccc(NC(=O)c2ccc(CN3CCN(c4ccccc4)CC3)cc2)c1	.	-2	-17	.	0	4	-2	3
CCN(CC)CCn1c(-c2ccc(C)cc2)nc(=S)c2c1CC(C)(C)OC2	1	-4	-15	-0.2	4	1	4	-2
CCOc1ccccc1C(=O)Nc1ccc(S(=O)(=O)N2CCN(C)CC2)cc1	-10	8	-4	0.3	-6	0	2	-2
CCN(CC)c1ccc(N)cc1S(=O)(=O)Nc1ccc(OC)cc1	-8	.	2	-1.6	107*	2	2	-1
Cc1ccc(S(=O)(=O)NC(=O)C2(C)CCN2C(=O)c2ccccc2)nc1 (configuration not stated)	0	-10	-3	.	-8	4	0	0
CCCNC(=O)C[C@@H]1CC[C@H]2[C@@H](COC[C@@H](O)CN2C(=O)Nc2cccc(Cl)c2)O1	2	5	11	0.0	-2[16.7 µM]	0	-7	-2
Cc1ccc(C(=O)OCC(=O)NCCNC(=O)COC(=O)c2ccc(C)o2)o1	.	-2	-7	.	1	-4	1	1
CCn1cc(C(=O)O)c(=O)c2cc(OC)ccc21	-3	-5	-5	.	1	-1	9	.
COc1cccc(C(C)(O)c2nc(-c3ccc(S(C)(=O)=O)cc3)cs2)c1 (configuration not stated)	10	8	-10	-0.2	2	1	-3	1
CCOC(=O)CN(C(=O)CNC(=O)c1ccco1)C(C(=O)NC1CCCCC1)c1cccs1 (configuration not stated)	-7	-17	.	.	-20	1	.	-1
O=c1cc(-c2ccccc2Cl)oc2c(Br)ccc(O)c12	.	4	.	0.8	2	5	.	15
COc1ccc(NC(=O)COC(=O)Cc2cccs2)cc1Cl	0	12	-3	0.3	-3	0	-3	5
O=C(NN=Cc1ccc2c(c1)OCO2)c1ccncc1	.	-3	-2	-0.8	7	2	-2	-1
CN(C)c1ccc2c(c1)[C@@H]1C[C@@H](CC(=O)NCc3ccccc3F)O[C@@H](CO)[C@@H]1O2	-13	-9	.	-0.2	-1[16.7 µM]	4	.	0
C[C@@H]1CN([C@@H](C)CO)C(=O)CCCn2cc(nn2)CO[C@@H]1CN(C)Cc1cccc(C(=O)O)c1	8	6	18	-0.1	-5[16.7 µM]	1	-3	10
O=[N+]([O-])c1ccc(CNc2cccc(Cl)c2)s1	-6	-1	-14	.	0	-5	-1	3
O=C(O)C(c1ccccc1)C(O)c1ccc2c(c1)OCO2 (configuration not stated)	10	.	-18	-0.1	-2	.	0	.
CC(C)Sc1ccccc1C(=O)Nc1ccc2c(c1)n(C)c(=O)n2C	.	6	-7	1.9	.	0	-2	-1
CN1CCN(C(=S)c2ccc([N+](=O)[O-])cc2)CC1	-5	-2	-3	-2.0	0	10	3	.
CC1(c2ccc3c(c2)OCO3)NC(=O)N(CC(=O)NCCC2=CCCCC2)C1=O (configuration not stated)	0	-7	.	.	-3	-3	.	3
COc1ccc(-c2nc(=S)c3c(n2Cc2cccnc2)CC(C)(C)OC3)cc1	0	-5	-6	.	-6	3	.	1
N#Cc1ccc(-c2ccccc2)nc1SCC(=O)c1cccc(Cl)c1	-10	-22	.	.	0	3	.	5
CN(C)CCNC(=O)c1ccc(COc2ccc(Cl)cc2Cl)cc1	.	12	.	.	0	-2	.	5
O=C(C[C@@H]1C=C[C@@H](NS(=O)(=O)c2ccccc2)[C@H](CO)O1)NCc1ccncn1	4	-2	-16	-0.5	.	1	1	2
C[C@@H]1CN([C@H](C)CO)C(=O)c2cc(-c3ccccc3)cnc2O[C@@H]1CN(C)CC1CC1	9	2	16	0.3	1[16.7 µM]	0	3	2
O=C(CCSc1nnc(-c2ccncc2)o1)Nc1ccc(Cl)cc1	-6	1	.	.	2	-1	.	-13
O=C(C[C@@H]1C[C@H]2c3cc(NC(=O)Nc4ccccc4)ccc3O[C@H]2[C@@H](CO)O1)NCC(F)(F)F	1	-6	0	-0.2	8[16.7 µM]	-5	0	-6
COc1cccc(CNC(=O)c2ccc(NC3=NC4CS(=O)(=O)CC4S3)cc2)c1 (configuration not stated)	-14	-2	-9	.	-5	2	-1	-1
O=C(CNC(=O)N1CC(=O)Nc2ccccc21)Nc1ccc(Br)cc1F	5	1	-18	1.5	-1	-2	0	1
CC(C)NC(=O)N1CCCCN2[C@H](CO)[C@@H](c3ccc(C#Cc4ccccc4F)cc3)[C@@H]2C1	-6	-5	0	-0.4	-10[16.7 µM]	7	-3	5
CN(C)C(=O)c1cccc(-c2ccccc2[C@@H]2[C@@H](C#N)N(C(=O)C3CC3)[C@@H]2CO)c1	2	.	7	0.0	.	.	1	.
COc1cccc(OC)c1NC(=O)Cc1nn(C)c(=O)c2ccccc12	-1	0	.	.	0	-1	.	-4
CC(C)C#Cc1ccc2c(c1)O[C@@H](CN(C)C(=O)c1ccccc1)[C@H](C)CN([C@H](C)CO)S2(=O)=O	0	-10	17	-0.1	13[16.7 µM]	2	3	0
O=C(C[C@@H]1CC[C@H](NC(=O)Nc2ccc(C(F)(F)F)cc2)[C@@H](CO)O1)NCCN1CCCC1	-7	2	-3	-0.2	-10[16.7 µM]	-2	2	0
O=C(CN(Cc1ccccc1Cl)C(=O)c1csnn1)NCCc1ccccc1	9	-5	-12	-0.1	-2	-9	1	4
NC(=O)c1ccc[n+](CC(=O)OCCC23CC4CC(CC(C4)C2)C3)c1	-10	-1	.	.	2	-1	.	1
COc1ccccc1-c1nn2c(-c3ccco3)nnc2s1	3	-6	-22	.	3	3	1	3
COCCOC(=O)C1=C(C)NC(=O)NC1c1ccc(-c2cc(Cl)ccc2Cl)o1 (configuration not stated)	-8	-1	-83	.	-3	0	9	11
Nc1ccccc1NC(=O)CCn1c(=S)[nH]c2ccccc2c1=O	1	1	-9	.	-3	5	-2	-1
c1ccc2[nH]c(CSc3nc4ccccc4o3)nc2c1	-6	6	.	.	6	1	.	-3

Three entries already listed, sorted by molecular weight, rising:
SMILES	PGC1a acetyl inh	RAD54 branch	RAD52 inh	E-selectin induc	miR122 inh	PglD inh	ERAP1 HTS inh	Cneo AK release
O=C(CN(Cc1ccccc1Cl)C(=O)c1csnn1)NCCc1ccccc1	9	-5	-12	-0.1	-2	-9	1	4
CC(C)NC(=O)N1CCCCN2[C@H](CO)[C@@H](c3ccc(C#Cc4ccccc4F)cc3)[C@@H]2C1	-6	-5	0	-0.4	-10[16.7 µM]	7	-3	5
O=C(C[C@@H]1CC[C@H](NC(=O)Nc2ccc(C(F)(F)F)cc2)[C@@H](CO)O1)NCCN1CCCC1	-7	2	-3	-0.2	-10[16.7 µM]	-2	2	0

New compounds follow.
SMILES	PGC1a acetyl inh	RAD54 branch	RAD52 inh	E-selectin induc	miR122 inh	PglD inh	ERAP1 HTS inh	Cneo AK release
COc1ccccc1N1CC(C(=O)OCC(=O)Nc2cc(C)on2)CC1=O (configuration not stated)	8	-6	-3	0.0	-2	-6	8	2
NC(=O)c1nsc(C(=O)N(c2cccc(F)c2)C(C(=O)NCC2CCCO2)c2ccc3ncccc3c2)c1N (configuration not stated)	4	-14	1	0.0	2	0	-11	0
Cc1noc(C)c1S(=O)(=O)N(C)C[C@H]1Oc2c(NC(=O)Nc3ccccc3)cccc2C(=O)N([C@H](C)CO)C[C@@H]1C	4	1	-1	0.1	1	-2	-4	-1
CCOC(=O)C1CCN(C(=O)COc2ccc([N+](=O)[O-])cc2)CC1	8	.	-16	-0.1	.	.	-7	.
CC(=O)Nc1nnc(CSCc2ccccc2F)s1	2	-11	-5	-0.1	8	-6	5	4
CCN(CC)C(=S)SC1=CCS(=O)(=O)C1	1	.	-2	.	-2	.	9	.
O=C1[C@H]2[C@@H](c3ccc(C(F)(F)F)cc3)N[C@]3(CCCN(CC4CCCCC4)C3=O)[C@H]2C(=O)N1Cc1ccccc1	-15	-15	-2	0.4	-3	-2	1	1
Cc1ccccc1/C=N/n1c(C2CCCCC2)n[nH]c1=S	9	4	-2	1.1	.	-3	1	2
C[C@@H]1CN([C@@H](C)CO)C(=O)c2cc(NC(=O)C3CCCCC3)ccc2O[C@@H]1CN(C)S(=O)(=O)c1ccccc1	.	-8	5	1.3	9[16.7 µM]	0	0	5
O=C(Nc1ccc(S(=O)(=O)NC2=NCCCCC2)cc1)c1ccc(Cl)c([N+](=O)[O-])c1	2	3	-8	.	-9	1	0	-2
COc1ccc(CN(CC(=O)NCc2ccc(F)cc2)C(=O)CCC(=O)Nc2cc(C)ccn2)cc1	-2	9	4	.	-8	3	0	-3

Entries of single compounds, looked up by structure.
O=C(Nc1ccc(S(=O)(=O)NC2=NCCCCC2)cc1)c1ccc(Cl)c([N+](=O)[O-])c1 is entered as PGC1a acetyl inh = 2; RAD54 branch = 3; RAD52 inh = -8; E-selectin induc = .; miR122 inh = -9; PglD inh = 1; ERAP1 HTS inh = 0; Cneo AK release = -2
C[C@@H]1CN([C@@H](C)CO)C(=O)c2cc(NC(=O)C3CCCCC3)ccc2O[C@@H]1CN(C)S(=O)(=O)c1ccccc1 is entered as PGC1a acetyl inh = .; RAD54 branch = -8; RAD52 inh = 5; E-selectin induc = 1.3; miR122 inh = 9[16.7 µM]; PglD inh = 0; ERAP1 HTS inh = 0; Cneo AK release = 5
